pAkt inh: HTS Assay for Inhibitors of Akt Phophorylation: Primary Screen; Neuro2A IGF-stimulated pAkt S473 HTRF, 20 min; hits give low values; activity change, % for hits at 50 µM; actives 0.32% (n = 360,000); AID 651550, 2012; in the data active = activity change below about -80%; inconclusive = mostly about -51% to -80%; also: % is scaled to controls: 0 for no effect and ±100 for the full control effect
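Neuro2A cells in DMEM with 0.5% FBS, overnight at 37 deg C, given compound at single 50 µM final, then IGF (6 nM final) for 20 min at 37 deg C. Lysed; phospho-Akt Ser473 by HTRF after 24 h, 665/615 ratio.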
Mm-Cpn inhibitor: Inhibitors of TCP-1 ring complex (TRiC) of Methanococcus maripaludis (MmCpn): qHTS; Chaperonin Mm-Cpn (Methanococcus maripaludis); purified Mm-Cpn ATPase, ADP Transcreener TR-FRET; Potency, µM (highest dose often 76.9 µM), inactives show at the highest dose activity, negative = inhibition, hits mostly inhibitors; actives 0.031% (n = 330,000); also: potency is read from the fitted curve at half-maximal effect; % is scaled to controls: 0 for no effect and ±100 for the full control effect; nearly all actives have a fitted effect of over 80% in size
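Inhibition of chaperonin ATP hydrolysis is measured as reduced ADP production, detected by competitive TR-FRET in which signal falls with ADP. Final enzyme 25 nM and ATP 10 uM, reacted 30 min at 37°C.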
PTHR1 agonist: qHTS for PTHR1 Agonists: Primary Screen | HEK293 GP2 PTHR1 cells, GloSensor cAMP luminescence, 1 h | Parathyroid hormone/parathyroid hormone-related peptide receptor (Homo sapiens), Q03431 | actives 0.075% (n = 410,000) | Potency, µM (series often up to 115 µM), for inactives: at the top dose activation, actives largely listed as activators; also: potency is read from the fitted curve at half-maximal effect; nearly all actives have a fitted effect of over 55% in size; some results filed as inactive show a strong effect at the top dose; inactives centre near -15; many of its hits are not listed in these tables
Target sequence (Q03431 whole entry, looked up): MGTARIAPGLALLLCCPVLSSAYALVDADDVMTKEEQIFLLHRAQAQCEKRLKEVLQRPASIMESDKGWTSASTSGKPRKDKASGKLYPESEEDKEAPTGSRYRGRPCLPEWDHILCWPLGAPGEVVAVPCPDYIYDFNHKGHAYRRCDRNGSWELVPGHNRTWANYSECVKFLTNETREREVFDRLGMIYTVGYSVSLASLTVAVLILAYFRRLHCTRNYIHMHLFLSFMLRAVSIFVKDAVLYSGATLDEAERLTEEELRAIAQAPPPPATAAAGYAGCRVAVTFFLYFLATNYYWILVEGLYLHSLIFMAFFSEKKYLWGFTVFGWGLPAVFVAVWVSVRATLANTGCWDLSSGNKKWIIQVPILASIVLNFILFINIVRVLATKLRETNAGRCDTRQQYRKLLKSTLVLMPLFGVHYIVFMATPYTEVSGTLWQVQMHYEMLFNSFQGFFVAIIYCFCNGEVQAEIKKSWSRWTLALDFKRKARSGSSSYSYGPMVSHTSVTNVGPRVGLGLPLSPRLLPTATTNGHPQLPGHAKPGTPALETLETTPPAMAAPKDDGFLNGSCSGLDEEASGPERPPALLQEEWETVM
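HEK-293-derived GP2 cells expressing PTHR1 and a GloSensor cAMP reporter, 3,000/well, plated overnight, given luciferin plus IBMX (each 0.5 mM as added) for 1 h at 37 °C, then compound for 1 h at 37 °C. Luminescence was read after 15 min at room temperature.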
D3 antag: qHTS of D3 Dopamine Receptor Antagonist: qHTS; D3R cells, DiscoveRx beta-arrestin luminescence, antagonist mode; hits give low values; max response, negative = inhibition, %; actives 2.5% (n = 360,000); in the data active = max response below about -50%; inconclusive = no clear call, values can overlap the other calls; also: % is scaled to controls: 0 for no effect and ±100 for the full control effect; mostly tested at two doses, the higher about 12 µM
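Cells expressing the human receptor were seeded at 1500 cells/well, incubated overnight at 37 degrees C in 5% CO2, then exposed to library compounds with dopamine controls for 90 minutes at 37 degrees C before luminescent detection.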
D3 ag: qHTS of D3 Dopamine Receptor Agonist: qHTS | actives 0.58% (n = 410,000) | D(3) dopamine receptor (Homo sapiens), P35462 | max activation, % | D3R DiscoveRx beta-arrestin cells, luminescence, 90 min; in the data active = max activation above about 30%; also: 0% is about no effect; mostly tested at two doses, the higher about 12 µM
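Agonist mode: compounds and dopamine controls were applied to plated cells for 90 min at 37 degrees C after an overnight attachment at 1500 cells/well. Luminescent read-out followed 30 - 60 minutes at room temperature with DiscoveRx detection reagent.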
CCT modulator: High-Throughput Screening for Modulators of Cytosolic Chaperonin Activity; purified chaperonin ATPase assay, HTRF ADP detection, 30 min; activity change, % (concentration not given with the values), hits read low; actives 0.3% (n = 360,000); AID 651819, 2012; in the data active = activity change below about -30%; also: % is scaled to controls: 0 for no effect and ±100 for the full control effect
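Nucleotide hydrolysis assay: TRiC at 20–40 nM final (set by batch activity) with 10 uM ATP, 30 min at 37 °C, in presence of 76 uM compound. Detection by competitive ADP HTRF, 30 min ambient.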
EPAC2 ag: qHTS for Agonist of cAMP-regulated guanine nucleotide exchange factor 4 (EPAC2): primary screen | Rap guanine nucleotide exchange factor 4 (Homo sapiens), Q8WZA2 | EPAC2 activation, biochemical qHTS; response scale: 100% = 6.5 mM cAMP response | Potency, µM (top dose mostly 154 µM), without a hit: at the top dose activation, actives largely listed as activators | actives 0.079% (n = 360,000); also: potency is read from the fitted curve at half-maximal effect; nearly all actives have a fitted effect of over 50% in size
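Compounds were titrated in qHTS against a Rap1B-BODIPY-GDP (250 nM) complex with EPAC2 (100 nM) and GDP (50 uM). BODIPY-GDP release tracked at 480/540 nm over 30 min at room temperature, normalized to 6.5 mM cAMP.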
EPAC2 antag: qHTS for Antagonist of cAMP-regulated guanine nucleotide exchange factor 2 (EPAC2): primary screen; Rap guanine nucleotide exchange factor 4 (Homo sapiens), Q8WZA2; EPAC2 GEF exchange of Rap1B-BODIPY-GDP, fluorescence; AID 720708, 2013; Potency, µM (titrated, usually from 114 µM), without a hit: at the highest dose activity, negative = inhibition, hits mostly inhibitors; actives 0.18% (n = 360,000); also: potency is read from the fitted curve at half-maximal effect; % is scaled to controls: 0 for no effect and ±100 for the full control effect; nearly all actives have a fitted effect of over 45% in size; many of its hits are not listed in these tables
Starred values were filed as active, the others as inactive; i = inactive; u = inconclusive; x = not tested or not shown; [ ] = remark or other dose. Unless noted, calls follow the shape of the dose curve; as a rule, active = well fitted curve in the direction sought with a large enough effect; inconclusive = small, poorly fitted or top-dose-only effect, or another doubt; inactive = no such curve, though single readings can be large; an effect the other way counts as inactive or inconclusive. Only part of the results is shown; the hit share may differ from the screen's.

no. | Compound | pAkt inh | Mm-Cpn inhibitor | PTHR1 agonist | D3 antag
1 | CC(C)(C)n1cc(C(=O)c2ccccc2OCCCF)cn1 | i | 0% | i | -12
2 | N#Cc1ccc(NC(=O)CN2CCN(C(=O)c3cccs3)CC2)cc1Cl | i | -2% | -35%[inhibitor] | 5
3 | CCC(=NCCCn1ccnc1)c1c(O)n(-c2ccc(OC)cc2)c(=O)[nH]c1=O | i | 0% | i | 0
4 | CC(Oc1ccc(-c2ccccc2)cc1)C(=O)O (configuration not stated) | i | 3% | i | 8
5 | CC1c2ccccc2-n2nncc2CN1C (configuration not stated) | i | x | i | -3
6 | Cc1cc(=O)oc2c(C)c(OCC(=O)N3CCN(Cc4ccc5c(c4)OCO5)CC3)ccc12 | i | 0% | 19% | 1
7 | COC(=O)C1C2c3ccccc3OC1(C)N=c1s/c(=C/c3cnn(C)c3)c(=O)n12 (configuration not stated) | i | 1% | -9%[57.5 µM] | 0
8 | NC1=C([N+](=O)[O-])C(c2ccc3c(c2)OCO3)c2c(c3ccccc3oc2=O)O1 (configuration not stated) | i | -3% | -22% | -12
9 | CCN(C(=O)CSc1ncccc1C(=O)Oc1cccc([N+](=O)[O-])c1)c1cccc(C)c1 | i | -3% | -10% | -22
10 | CC1(C(=O)O)CC12c1ccccc1-c1ccccc12 (configuration not stated) | i | x | i | -3

no. | D3 ag | CCT modulator | EPAC2 ag | EPAC2 antag
1 | -6 | -3.0 | 2% | -6%
2 | 8 | -1.0 | -3% | 15%
3 | 7 | -2.6 | 1% | -1%
4 | 3 | 0.4 | -3% | -5%
5 | 3 | -3.0 | 1% | 8%
6 | 0 | -3.2 | 4% | -8%
7 | 1 | -1.6 | 5% | -2%
8 | 0 | -2.5 | -4% | -5%
9 | -5 | 0.3 | -6% | -1%
10 | 2 | -2.4 | 8% | 13%

Some of the entries so far, in transposed form:
#3 CCC(=NCCCn1ccnc1)c1c(O)n(-c2ccc(OC)cc2)c(=O)[nH]c1=O
#4 CC(Oc1ccc(-c2ccccc2)cc1)C(=O)O (configuration not stated)
#5 CC1c2ccccc2-n2nncc2CN1C (configuration not stated)
#6 Cc1cc(=O)oc2c(C)c(OCC(=O)N3CCN(Cc4ccc5c(c4)OCO5)CC3)ccc12
#7 COC(=O)C1C2c3ccccc3OC1(C)N=c1s/c(=C/c3cnn(C)c3)c(=O)n12 (configuration not stated)

compound no.	3	4	5	6	7
pAkt inh	i	i	i	i	i
Mm-Cpn inhibitor	0%	3%	x	0%	1%
PTHR1 agonist	i	i	i	19%	-9%[57.5 µM]
D3 antag	0	8	-3	1	0
D3 ag	7	3	3	0	1
CCT modulator	-2.6	0.4	-3.0	-3.2	-1.6
EPAC2 ag	1%	-3%	1%	4%	5%
EPAC2 antag	-1%	-5%	8%	-8%	-2%

Going on with the list:
no. | Compound | pAkt inh | Mm-Cpn inhibitor | PTHR1 agonist | D3 antag
11 | O=P(Nc1cccc(Cl)c1)(Oc1ccccc1)Oc1ccccc1 | i | -1% | -14% | 21
12 | CC[n+]1c(/C=C/N(C)c2ccccc2)sc2ccc(Cl)cc21 | i | 1% | -26%[57.5 µM] | -17
13 | CN1C(=O)C(=Cc2cn(CC(=O)N3CCCCC3)c3ccccc23)C(=O)N(C)C1=O | i | 0% | i | 4
14 | O=C1NC(=O)C(=Cc2ccc(-c3ccc(Cl)cc3)o2)C(=O)N1 | i | -4% | -47%[inhibitor] | u
15 | CCN(CC)c1ccc(/C=C2/C(=O)NC(=O)N(CC3CCCO3)C2=O)cc1 (configuration not stated) | i | -1% | i | -22
16 | C[N+]1=C(/C=C/Nc2ccccc2)C(C)(C)c2ccccc21 | i | 4% | -26% | -14
17 | CC1(C)CC2CCC(O)C2C(CCO)N1 (configuration not stated) | i | x | i | 8
18 | CC(C)(C)NC(=O)CN1CCCN(C(=O)COc2ccc(Cl)c3ccccc23)CC1 | i | -2% | -27% | -20
19 | Cc1cc(/C=C2\C(=O)NC(=O)N(c3ccc(Br)cc3)C2=O)c(C)n1C | i | -2% | i | 14
20 | C[C@@H]1O[C@@H](O[C@H]2C[C@@H](O)[C@]3(CO)[C@@H]4C(CC[C@]3(O)C2)[C@@]2(O)CC[C@H](C3COC(=O)C3)[C@@]2(C)C[C@H]4O)[C@H](O)[C@H](O)[C@H]1O (some centres not stated) | i | -2% | -36%[inhibitor] | -1

no. | D3 ag | CCT modulator | EPAC2 ag | EPAC2 antag
11 | 32* | -0.6 | 6% | u
12 | -14 | -0.2 | 5% | -3%
13 | 1 | -0.1 | 6% | 1%
14 | 4 | -1.8 | 4% | 9%
15 | 3 | -4.3 | 4% | -1%
16 | 1 | 1.7 | 1% | 1%
17 | -1 | -1.2 | 4% | 0%
18 | 1 | 2.4 | -4% | -6%
19 | 5 | -0.9 | 1% | 37%[activator]
20 | 7 | 2.3 | 1% | 2%

Quoted at random: 2 entries already listed.
no. | Compound | pAkt inh | Mm-Cpn inhibitor | PTHR1 agonist | D3 antag
17 | CC1(C)CC2CCC(O)C2C(CCO)N1 (configuration not stated) | i | x | i | 8
16 | C[N+]1=C(/C=C/Nc2ccccc2)C(C)(C)c2ccccc21 | i | 4% | -26% | -14

no. | D3 ag | CCT modulator | EPAC2 ag | EPAC2 antag
17 | -1 | -1.2 | 4% | 0%
16 | 1 | 1.7 | 1% | 1%

A few values from the entries so far.
In EPAC2 antag, `O=C1NC(=O)C(=Cc2ccc(-c3ccc(Cl)cc3)o2)C(=O)N1` is entered as 9%
In D3 antag, `CCN(CC)c1ccc(/C=C2/C(=O)NC(=O)N(CC3CCCO3)C2=O)cc1` (configuration not stated) is entered as -22
In D3 ag, `CC(C)(C)NC(=O)CN1CCCN(C(=O)COc2ccc(Cl)c3ccccc23)CC1` is entered as 1

High-throughput results (PubChem BioAssay)
